# RMI-FANCM inh = blocks RMI1/RMI2 complex binding to FANCM MM2 peptide; 70,000 tested, 0.58% active; FP signal (polarization) at 33 µM; Fluorescence polarization, RMI core complex with F-MM2 peptide; active compounds read low; in the data active means FP signal below about 40; further: inactives centre near 61; strong numbers were not always called active; unit not given here
# Active calls of the source: *; & = joins results of further samples. This is a subset, so the mix of outcomes need not match the whole.
SMILES,RMI-FANCM inh
CCC(C)n1c(=O)c2ccccc2n(Cc2nc(-c3cccc(Cl)c3)no2)c1=O (stereo unspecified),80
NC(=S)N/N=C/Cc1nnnn1-c1ccc(Cl)cc1,55
O=C(Nc1ccc2c(c1)OCCO2)c1csc2nc(-c3ccc(F)cc3)cn12,74
c1ccc2c(c1)c1ccccc1c1nc(N3CCOCC3)nnc21,51
CN(C)c1cc(N2CCCC2)c(F)cc1[N+](=O)[O-],50
O=C(O)CCC(=O)Nc1cccc(C(F)(F)F)c1,54
CC1CCN(CCCC(=O)c2ccc(F)cc2)CC1,69
CN1C(=O)c2cc(NC(=O)c3ccccc3Cl)ccc2Oc2ccccc21,57
CC(=O)c1ccccc1OCC(O)COc1ccccc1C(C)=O,63
COc1ccc(CCNC(=O)Cn2cc(-c3nnc(-c4ccco4)o3)c3ccccc32)cc1OC,79
O=C(COc1ccccc1F)Nc1c2c(nn1-c1nc3ccccc3s1)CCC2,62
Cc1ccc(C(=O)Nc2c(N)nc(SCC(=O)NCC3CCCO3)[nH]c2=O)cc1 (stereo unspecified),71
CN(C)c1ccc(/C=C2/CCC/C(=C\c3ccc(N(C)C)cc3)C2=O)cc1,81
CC1CCN(C(=O)Cc2csc(Nc3cccc(Cl)c3)n2)CC1,61
Nc1ncnc(Nc2ccccc2Cl)n1,56
COc1ccc(-c2nnc(NC(=O)c3ccc([N+](=O)[O-])s3)o2)cc1,69
COCc1cc(=O)n2[nH]c(C)cc2n1,60&60
CCOC(=O)N1CCC(NC(=O)CCc2csc(NS(=O)(=O)c3ccc(F)cc3)n2)CC1,63
CSc1nnc(SC)n1N=C(N)c1cccc(C(F)(F)F)c1,58
N#CCCSc1ccccc1NC(=O)CCS(=O)(=O)c1ccccc1,59
O=C(CSc1nnc2ccc3ccccc3n12)c1ccc2c(c1)OCCO2,76
CCCCC(C(=O)Nc1cccc(Cl)c1)N1C(=O)C2C3c4ccccc4C(c4ccccc43)C2C1=O (stereo unspecified),59
Cc1ccc2oc(=O)n(CC/C(N)=N\OC(=O)c3ccccc3)c2c1,58
O=C(Nc1cccc(-c2ccc3nnc(-c4cccs4)n3n2)c1)c1cccc(F)c1,64
CC1=NNC(=O)C1CCC(=O)O (stereo unspecified),57

# Given with the structure last: entries from further up.
RMI-FANCM inh,SMILES
80,CCC(C)n1c(=O)c2ccccc2n(Cc2nc(-c3cccc(Cl)c3)no2)c1=O (stereo unspecified)
55,NC(=S)N/N=C/Cc1nnnn1-c1ccc(Cl)cc1
74,O=C(Nc1ccc2c(c1)OCCO2)c1csc2nc(-c3ccc(F)cc3)cn12
51,c1ccc2c(c1)c1ccccc1c1nc(N3CCOCC3)nnc21
50,CN(C)c1cc(N2CCCC2)c(F)cc1[N+](=O)[O-]
54,O=C(O)CCC(=O)Nc1cccc(C(F)(F)F)c1
69,CC1CCN(CCCC(=O)c2ccc(F)cc2)CC1
57,CN1C(=O)c2cc(NC(=O)c3ccccc3Cl)ccc2Oc2ccccc21
63,CC(=O)c1ccccc1OCC(O)COc1ccccc1C(C)=O
79,COc1ccc(CCNC(=O)Cn2cc(-c3nnc(-c4ccco4)o3)c3ccccc32)cc1OC
62,O=C(COc1ccccc1F)Nc1c2c(nn1-c1nc3ccccc3s1)CCC2
71,Cc1ccc(C(=O)Nc2c(N)nc(SCC(=O)NCC3CCCO3)[nH]c2=O)cc1 (stereo unspecified)
81,CN(C)c1ccc(/C=C2/CCC/C(=C\c3ccc(N(C)C)cc3)C2=O)cc1
61,CC1CCN(C(=O)Cc2csc(Nc3cccc(Cl)c3)n2)CC1
56,Nc1ncnc(Nc2ccccc2Cl)n1
69,COc1ccc(-c2nnc(NC(=O)c3ccc([N+](=O)[O-])s3)o2)cc1
60&60,COCc1cc(=O)n2[nH]c(C)cc2n1
63,CCOC(=O)N1CCC(NC(=O)CCc2csc(NS(=O)(=O)c3ccc(F)cc3)n2)CC1
58,CSc1nnc(SC)n1N=C(N)c1cccc(C(F)(F)F)c1
59,N#CCCSc1ccccc1NC(=O)CCS(=O)(=O)c1ccccc1
76,O=C(CSc1nnc2ccc3ccccc3n12)c1ccc2c(c1)OCCO2
59,CCCCC(C(=O)Nc1cccc(Cl)c1)N1C(=O)C2C3c4ccccc4C(c4ccccc43)C2C1=O (stereo unspecified)
58,Cc1ccc2oc(=O)n(CC/C(N)=N\OC(=O)c3ccccc3)c2c1
64,O=C(Nc1cccc(-c2ccc3nnc(-c4cccs4)n3n2)c1)c1cccc(F)c1
57,CC1=NNC(=O)C1CCC(=O)O (stereo unspecified)

# The listing picks up, repeating the two entries before the break.
SMILES,RMI-FANCM inh
O=C(Nc1cccc(-c2ccc3nnc(-c4cccs4)n3n2)c1)c1cccc(F)c1,64
CC1=NNC(=O)C1CCC(=O)O (stereo unspecified),57
CC(C)(C)C(=O)Nc1nnc(-c2ccc(Br)cc2)o1,65
Oc1cccc2ccc(N3CCCC3)nc12,54
O=C(CSc1ncnc2sc3c(c12)CCCCC3)c1ccc(Cl)cc1,92
COc1cc(C(=O)OCCCN2CCCN(CCCOC(=O)c3cc(OC)c(OC)c(OC)c3)CC2)cc(OC)c1OC,62&46
CCOC(=O)c1csc(Nc2ccncc2)n1,62
Cc1[nH]c(=S)[nH]c(=O)c1C,67
COc1cc(OC)cc(C(=O)N(CCCN(C)C)c2nc3ccc(C)cc3s2)c1,77
Cc1nnc(C(F)(F)F)n1/N=C\c1ccc(F)cc1,59
Cc1cc(=O)[nH]c(-n2nc(-c3cccs3)cc2NC(=O)Cc2ccc(Cl)cc2)n1,52
O=C(NCc1ccccc1)/C(=C\c1cn(-c2ccccc2)nc1-c1ccccc1)NC(=O)c1ccccc1,59
CCOC(=O)c1cc(Cl)c(NC(=O)c2ccc([N+](=O)[O-])cc2)c(Cl)c1,54
CCOC(=O)C1CCN(C(=O)C(=O)c2cn(CC(=O)N3CCCC3)c3ccccc23)CC1,67
Cc1cc(=O)[nH]c(-n2nc(C)c(CCC(=O)Nc3ccc4c(c3)OCCO4)c2C)n1,62
O=C(c1ccc(Cl)cc1)N1CCN(c2ccc3nnc(C4CC4)n3n2)CC1,62
O=C(N/N=C\c1ccc([N+](=O)[O-])cc1)c1cc(-c2ccco2)[nH]n1,50
CC(=O)Nc1ccc(C(=O)NCCNS(=O)(=O)c2ccc(F)c(C)c2)cc1,61
O=C(Cn1cnc2c(-c3ccccc3)csc2c1=O)NCCc1ccccc1,108
CC(=O)c1cc2c(s1)SCC(=O)N2,55
c1ccc(CN2CCN(c3nc(N4CCOCC4)nc(N4CCOCC4)n3)CC2)cc1,55
COc1ccccc1-n1ncc2c(C)nnc(SCC(=O)NC3CCCC3)c21,63
CCn1c2ccccc2c2cc(N3C(=O)C=CC3=O)ccc21,63
CC(C)(C)c1nc(Sc2ccc(C(F)(F)F)cn2)n[nH]1,53
Cc1ccc(C)c(Cn2cc(SCC(=O)N3CCOCC3)c3ccccc32)c1,61
O=C1CNC(=O)c2ccccc2N1,60&58
COc1cccc(OC)c1C(=O)Nc1ccc2c(c1)CCC(=O)N2Cc1ccccc1,64

# (further entries)
SMILES,RMI-FANCM inh
O=C(c1ccccc1I)n1ccc2ccccc21,57
N#CC(Br)Cc1ccccc1C(=O)O (stereo unspecified),62
O=C(NNC(=O)c1cccn(Cc2ccc(F)cc2)c1=O)c1cccc(Cl)c1,63
Cc1ccc(C(=O)NC(=S)NCC2COc3ccccc3O2)cc1 (stereo unspecified),62
COc1cc(OC)cc(C(=O)Nc2ccc3c(c2)CN(C(=O)C2CC2)CC3)c1,66
Nc1ncnc(Nc2cccc3c2CCCC3)c1[N+](=O)[O-],60
O=C(COc1ccc(Cl)cc1)NCC1CCN(C2CCCC2)CC1,77
COc1ccc(-c2c[nH]c(=S)n2CC(C)C)cc1,62
CCOC(=O)c1csc(NC(=O)C2CCCN2S(C)(=O)=O)n1 (stereo unspecified),66

# From PubChem BioAssay
